# Screening results (PubChem BioAssay)
# Cneo AK release = Cryptococcus neoformans cell lysis inducers, primary screen, AK release luminescence, single concentration; C. neoformans lysis, adenylate kinase release luminescence, 4 h; normalised: neutral wells 0, clomiphene wells 100; lysis activity, % at 15 µM; 360,000 tested, 0.2% active; AID 651654, 2012;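 active = mean lysis activity across replicates of at least 80%, whatever share of replicates individually reach that level; inactive = mean lysis activity below 80%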
#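 Schedule: static 4 h at 37 °C with compound, 1 h detection; system: C. neoformans cells; benchmarks: Clomiphene as positive control; buffer or medium: fresh YPD medium; measure: luminescence rise reflecting yeast cell lysis; measured by: luminescent adenylate kinase detection reagent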
# PGC1a acetyl inh = inhibitors of PGC1a acetylation signal, primary screen, cell-based, U2OS, AlphaScreen, inhibitor mode; 350,000 tested, 0.17% active; AlphaScreen anti-acetyl-lysine; with virally co-expressed GCN5 acetyltransferase; AID 651687, 2012; inhibition, % at 15.6 µM;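 active = every replicate shows inhibition of at least 40%; inconclusive = mean inhibition at least 40% but some replicate below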;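 also: 0% = neutral control wells and 100% = positive control wells; some results beyond the cut were filed as inactive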
# The depositor's hits bear a star; ? = inconclusive. An excerpt (hit frequency here may not be typical).
Compound	Cneo AK release	PGC1a acetyl inh
Cc1cc(C)n(/N=C/c2cccc(O)c2)c(=O)c1C(N)=O	2	-7
COc1cccc(CNCCN2CCOCC2)c1OC	0	3
CCOC(=O)c1[nH]c2ccccc2c1NC(=O)NC1CCCCC1	-2	4
O=c1[nH]c(-c2ccccc2O)nc2c1CCCC2	-3	3
COC(=O)c1ccc(CSc2nnc(-c3ccncc3)n2Cc2ccccc2)o1	2	1
Cc1c(NC(=O)C(C)Oc2ncnc3ccccc23)c(=O)n(-c2ccccc2)n1C (centres undefined)	3	3
O=c1c(C(c2ccccc2)c2c(O)nc3n(c2=O)CCCS3)c(O)nc2n1CCCS2	-1	-6
COc1ccc(C(C(=O)NC2CCCCC2)N(C(=O)CCl)c2ccc(OC)cc2)cc1 (centres undefined)	-2	10
COc1ccc(C2(O)CCN(C(=O)c3ccc4c(c3)OCO4)CC2)cc1	2	4
Cc1ccnc(NS(=O)(=O)c2ccc(NS(=O)(=O)Cc3ccccc3)cc2)n1	4	-2
CCN(CC)S(=O)(=O)c1ccc(C(=O)OCC(=O)N2CCN(C(=O)c3ccco3)CC2)cc1	1	5
COc1ccc(C(C)(C)C)cc1NC(=O)C1C2C=CC(C2)C1C(=O)O (centres undefined)	0	1
Cc1cc(NC(=O)c2ccc(S(=O)(=O)N(C)C)cc2)no1	0	-1
COc1ccc(C(O)c2coc3ccc(O)c(CN(C)C)c23)cc1 (centres undefined)	0	5
CCc1nnc(NC(=O)CSc2nnc(-c3c[nH]c4ccccc34)n2CC)s1	8	-7
CCOC(=O)Cc1cc(-c2ccccc2)nc2ccc3ccccc3c12	1	-11
Nn1c(SCc2cccc(C(F)(F)F)c2)nnc1-c1ccco1	4	2
N=c1c(S(=O)(=O)c2ccccc2)cc2c(=O)n3ccccc3nc2n1Cc1ccco1	-2	-10
OC[C@H]1[C@@H](c2ccc(C#CC3CC3)cc2)[C@@H]2CN(CCC(F)(F)F)CCCCN12	1	4
c1ccc2c(N3CCCCC3)nc(N3CCCCC3)nc2c1	-2	35
Nn1c(Nc2ccccc2)nc2sc3c(c2c1=O)CCC3	2	3
CC1(C)CC(N2CN(C3CCCCC3)CC2=O)CC(C)(C)N1	2	0
Cc1cc2c(=O)n(CC(=O)N3CCN(c4ccccc4)CC3)cnc2s1	-1	1
CC(C(=O)O)N1C(=O)CSC1=S (centres undefined)	1	8
O=c1c2ccsc2ncn1Cc1cccc(C(F)(F)F)c1	2	-2
CCOc1ccccc1CNc1nc2nc3c(c(=O)n2[nH]1)CCC3	-1	1
Cc1ccc(C)n1-c1ccc(-c2nnco2)cc1	-13	?
CN(CCc1ccccn1)C1CC(=O)N(c2ccc(Cl)cc2)C1=O (centres undefined)	-1	17
COC(=O)C1=C(C)NC(=S)N(C(C)=O)C1c1ccccc1 (centres undefined)	-3	6
O=C(Nn1cnnc1)c1cc2c(s1)CCCC2	0	5
CCOC(=O)N1CCN(c2c(NCCCN(CC)c3cccc(C)c3)c(=O)c2=O)CC1	-2	-1
O=C(c1cccc(F)c1)N1CCN(c2cccc(C(F)(F)F)c2)CC1	1	-10
CCCn1c(SCC(=O)NC2CCCCC2C)n[nH]c1=O (centres undefined)	-1	-10
CCN(CC)CCOC(=O)c1c(C)oc2ccc(O)cc12	4	1
Cn1c2c(c(=O)n(C)c1=O)CN(Cc1ccco1)CN2	5	9
O=C(Oc1oc(-c2ccco2)nc1C=Nc1ccc(Cl)cc1)c1ccco1	1	17
CC(C)CC(=O)NCCNC(=O)c1cc(OCC(F)(F)F)ccc1OCC(F)(F)F	-1	5
C=CCSc1nc2ccccc2[nH]1	5	4
C=C1c2cc(OC)ccc2NC(=O)N1CC	-4	19
N#Cc1nc(-c2ccco2)oc1N1CCN(Cc2ccccc2)CC1	2	-6
Cc1ccc(CC(=O)Nc2nc3c(s2)CCCC3)cc1	1	-29
CCc1nnc(NC(=O)CSc2nnc(Cc3ccccc3)n2-c2ccccc2)s1	-2	-3
Nc1ccc(-c2nnc(-c3ccc(-c4ccccc4)cc3)o2)cc1	-1	2
COc1ccc(-n2c(=S)[nH]c3cc(C(=O)NCCCN4CCCC4=O)ccc3c2=O)cc1	2	-3
CN=C(NC)SC1CC(=O)N(c2ccccc2)C1=O (centres undefined)	1	1
CC(C)C(=O)c1cn(CC(=O)NCc2ccc3c(c2)OCO3)c2ccccc12	-2	-12
CCOC(=O)c1[nH]c2ccc(Br)cc2c1NC(=O)CCN1CCC(C(=O)OCC)CC1	2	-2
CN(Cc1ccccc1)C(=O)[C@H]1CCC(=O)N1Cc1ccco1	-1	-4
CC1OC2(OC1C)C(=O)Nc1ccccc12 (centres undefined)	-2	10
O=C(Nc1ccc(N2CCCC2)c(Cl)c1)c1ccc2c(c1)OCCO2	-5	-8
Cc1occc1C(=O)Nc1cccc2ccccc12	-8	0
CCOc1cnc(-c2ccc(OC)cc2)o1	-1	-9
CC1CCN(c2oc(-c3ccccc3Cl)nc2C#N)CC1	0	4
COc1ccc(NC(=O)Nc2ccc(Cc3ccncc3)cc2)cc1OC	1	-14
COc1ccccc1N1CCN(/N=C\c2ccc(C)o2)CC1	26	5
Cc1nn(C)c(Oc2ccccc2)c1CCNS(=O)(=O)c1ccccc1	2	-8

# (listing goes on)
Compound	Cneo AK release	PGC1a acetyl inh
CCNC(=O)Nn1c(C)nnc1C	-9	1
COc1ccc(-n2cnc3cc(NC(=O)c4ccco4)ccc32)cc1	-3	-10
CC(C)CC1Nc2ncnc(N3CCCCC3)c2N(Cc2ccccc2)C1=O (centres undefined)	-1	7
Cc1cc2c(ccc3c2no[n+]3[O-])nn1	-2	-3
O=C(C(Sc1ccccc1)c1ccccc1)N1CCN(c2ccccc2F)CC1 (centres undefined)	3	-6
O=C(Nc1ccn(Cc2ccccc2F)n1)c1ccc(COc2cc(Cl)ccc2Cl)o1	2	-10
CCOC(=O)N1CCC(Nc2c(N3CCN(c4cccc(C(F)(F)F)c4)CC3)c(=O)c2=O)CC1	-1	4
CC(C)N(Cc1cc2ccccc2[nH]c1=O)C(=O)C(C)(C)C	-5	19
O=C(CSc1nccn1-c1ccccc1)Nc1ccc2c(c1)OCO2	3	0
CCC(C)n1[nH]c(=O)c2c(C)cc(C)nc21 (centres undefined)	-6	9
CCCCOc1ccc(C(=O)C(CN2CCOCC2)c2ccccc2)cc1 (centres undefined)	1	80*
COc1ccc(OC)c(N(CC(=O)NC2CC2)S(=O)(=O)c2ccc(C)cc2)c1	1	-14
Cc1ccc(Cn2nnnc2CN2CCC(NC(=O)c3ccc(Br)cc3)CC2)cc1	-1	0
O=S1(=O)CC(O)C(Nc2ccccc2)C1 (centres undefined)	2	-7
CNS(=O)(=O)c1cccc(C(=O)Nc2cccc(Cl)c2)c1	-1	-1
O=c1c2ccccc2c(-c2ccccc2)nn1-c1cc(Cl)ccc1[N+](=O)[O-]	0	-5

# Marked active in PGC1a acetyl inh (from the list above):
SMILES	PGC1a acetyl inh
CCCCOc1ccc(C(=O)C(CN2CCOCC2)c2ccccc2)cc1 (centres undefined)	80*

# Continuation.
Compound	Cneo AK release	PGC1a acetyl inh
Cc1nnc(NC(=O)CN2C(=O)c3ccccc3S2(=O)=O)s1	1	18
COCCOC(=O)C1=C(C)OC(N)=C(C#N)C1c1ccco1 (centres undefined)	-2	-9
CC(C)(C#N)N([O-])C=C[N+](=O)C(C)(C)C#N	-1	6
Fc1ccc(-c2nnc(-c3ccc(Cl)cc3)o2)cc1	0	-6
CCCOCC1CC2(CC(C)(c3csc(N)n3)OC2=O)C(=O)O1 (centres undefined)	-3	6
N#Cc1ccsc1NC(=O)COc1ccc(-c2nnco2)cc1	-1	-1
COc1cc(C(=O)Nc2cc(-c3nc4cc(C)ccc4o3)ccc2C)cc(OC)c1OC	-3	-4
Cc1ccc2[nH]c3c(c2c1)CN(C(=O)CN1CCCc2ccccc21)CC3	0	13
COC(=O)c1ccc(NC(=O)C2CCCN2S(=O)(=O)c2ccc(F)cc2)cc1 (centres undefined)	2	-1
CN(c1ccccc1C(N)=O)S(=O)(=O)c1ccccc1	-1	0
COc1ccc(NC(=O)c2cccc(-n3cnnn3)c2)cc1	-3	0
CCC(C)COC(=O)c1ccc(C(=O)O)cc1 (centres undefined)	-3	0
CCOC(=O)COc1ccc(C)cc1-c1ccno1	0	-7
CCOC(=O)c1[nH]c2ccccc2c1NC(=O)CCN1CCN(C(=O)OCC)CC1	1	7
COc1ccccc1-n1c(N)c(C(N)=O)sc1=S	1	-3
CCN(CC)CCCNC(=O)c1nn(-c2ccc(OC)cc2OC)c(=O)c2ccccc12	3	5

# Some values from the results shown.
# `COc1ccc(NC(=O)c2cccc(-n3cnnn3)c2)cc1` in Cneo AK release shows -3
# `CCOC(=O)c1[nH]c2ccccc2c1NC(=O)CCN1CCN(C(=O)OCC)CC1` in Cneo AK release shows 1
# `CCN(CC)CCCNC(=O)c1nn(-c2ccc(OC)cc2OC)c(=O)c2ccccc12` in Cneo AK release shows 3

# The results go on.
Compound	Cneo AK release	PGC1a acetyl inh
O=C(Nc1ccccc1C(=O)N1CCN(Cc2ccccc2)CC1)c1ccccn1	-9	3
O=C(Nc1ccc(NC(=O)C2CC2)nc1)c1ccco1	2	-6
O=C(Nc1ccc(Cc2ccc(NC(=O)C3CC3)c(O)c2)cc1O)C1CC1	2	-6
CC(=O)Nc1cc2c(cc1C(=O)c1ccccc1)OCCO2	1	35
CC(C)NC(=O)NC1C2CC3CC(C2)CC1C3 (centres undefined)	0	2
CCOC(=O)N1N=C(c2ccccc2)CC1(O)C(F)(F)F (centres undefined)	-1	4
CCOC(=O)c1ccc(CSc2n[nH]c(C)n2)o1	-1	6
O=C(Oc1cncc(Cl)c1)c1ccco1	-2	-17
O=C(N/N=C\c1ccccc1)c1sccc1-n1cccc1	2	4
CCOc1ccc(C(=O)N(Cc2ccc(N(C)C)cc2)C2CCS(=O)(=O)C2)cc1 (centres undefined)	1	-4
CCOc1ccc(/C=C2/C(=O)N(c3ccc(OC)cc3)C(=S)N2CC(=O)OC)cc1OCC	-1	-12
CCC(=O)Nc1ccc2nc(C3CC3)n(Cc3ccccc3)c(=O)c2c1	-2	2
COc1ccc(C(=O)CSc2nnc(C(CO)NC(=O)c3ccc(OC)cc3)n2C)cc1 (centres undefined)	-2	-4
C=CCNC(=S)NNC(=O)C(CCCC)CC(C)O (centres undefined)	1	7
O=c1c2c3nc4ccccc4nc3n(/N=C/c3ccncc3)c2ncn1-c1ccccc1	-2	4
CCOC(=O)c1ccc(NC(=O)CCC(CC)C(=O)O)cc1 (centres undefined)	-1	7
CC(C)(C)C(=O)Nc1ccccc1C(=O)Nc1cccnc1	2	-3
Cc1ccc(C2CN(c3ccccc3)CC2C(=O)c2ccc(F)cc2)cc1 (centres undefined)	-2	4
CCOC(=O)CCC(=O)c1c(C)oc2ccc(OC)cc12	0	-3
Cc1ccc(S(=O)(=O)Nc2ccc3nc(-c4cccn4C)[nH]c3c2)cc1	4	-50
NC(=O)c1ccc(N2CCCCC2)c(N2C(=O)CCC2=O)c1	-8	2
C=CCn1c(=O)c2ccccc2n2c(SCC(N)=O)nnc12	0	-23
CCCOc1nc(N)c(C#N)c(-c2ccccc2F)c1C#N	3	-13
CC(C)OC(=O)CC12CN3CC(CC(=O)OC(C)C)(CN(C1)C(=O)c1ccccc1C3=O)C2=O	0	-2

# Grouped by structure, the entries above with bromine.
Compound	Cneo AK release	PGC1a acetyl inh
CCOC(=O)c1[nH]c2ccc(Br)cc2c1NC(=O)CCN1CCC(C(=O)OCC)CC1	2	-2
Cc1ccc(Cn2nnnc2CN2CCC(NC(=O)c3ccc(Br)cc3)CC2)cc1	-1	0

# New compounds follow.
Compound	Cneo AK release	PGC1a acetyl inh
CC(C)C1Cc2c(C#N)c(N)n(C)c(=S)c2CO1 (centres undefined)	-2	-23
CC(C)(C)c1cnnn1-c1ccc(C(=O)CCl)cc1	0	-1
Cc1ccc(-c2cc(C(=O)n3cnc4ccccc43)c3ccccc3n2)cc1C	-7	7
CC1CC(C)CN(C(=O)COC(=O)c2ccc[nH]c2=O)C1 (centres undefined)	1	-5
CCC(=O)Nc1cccc(NC(=O)CSc2nnc(C3CC3)n2C)c1	7	-6
CCCCNS(=O)(=O)c1ccc(OC)cc1	-1	4
Cc1cc(C)n(-c2nc(SCC(=O)Nc3nccs3)c3c4c(sc3n2)COC(C)(C)C4)n1	-8	6
O=C(NCc1cccs1)c1cc2c(s1)CCCC2	-3	-4

# One compound at a time (already shown):
# CC(C)C1Cc2c(C#N)c(N)n(C)c(=S)c2CO1 (centres undefined) as listed: Cneo AK release = -2; PGC1a acetyl inh = -23
# CC(C)(C)c1cnnn1-c1ccc(C(=O)CCl)cc1 as listed: Cneo AK release = 0; PGC1a acetyl inh = -1

# Remaining list, next part
Compound	Cneo AK release	PGC1a acetyl inh
Fc1ccc2[nH]c3c(NCCN4CCOCC4)ncnc3c2c1	0	4
Cc1nn(CC(=O)O)c(=O)c2ccccc12	-7	1
COc1nc(-c2ccccc2)ccc1-c1noc(COc2ccccc2)n1	0	-3
COc1ccc(-c2oc3ncnc(NCCN4CCOCC4)c3c2-c2ccc(OC)cc2)cc1	0	14
O=C(C(c1ccccc1)c1ccccc1)N1CCN(Cc2ccccn2)CC1	0	6
CN1CCN(C(=O)c2ccc3c(=O)n(CCc4ccccc4)c(=S)[nH]c3c2)CC1	-1	-2
CC(=O)Nc1ccc(SCC(=O)c2cc(C)n(CC(F)(F)F)c2C)cc1	1	-4
